A-T KAP1 phos = qHTS Assay for Identifying a Potential Treatment of Ataxia-Telangiectasia; hit rate 0.19% among 320,000; […] A-T fibroblasts, KAP-1 phosphorylation AlphaLISA; neocarzinostatin DNA damage 30 min before lysis; Potency, µM (series often up to 57.5 µM), inactives show top-dose activation, usual class: activators; AID 485349, 2010; also: potency is read from the fitted curve at half-maximal effect; % of control where 0% means no effect; nearly all actives have a fitted effect of over 45% in size
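ATM-like activity read as KAP-1 phosphorylation via AlphaLISA donor/acceptor antibody pairs after lysis and 6 hr at 25C. Cells were ATM-null patient fibroblasts ([…], hTERT), dosed 60 min, then exposed to the DSB inducer NCS for 30 min.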
Integrin act MD = qHTS for Activators of Integrin-Mediated Alleviation for Muscular Dystrophy; hit rate 0.064% among 350,000; Potency, µM (series often up to 38.3 µM), for inactives: at the top dose activation, hits mostly activators; alpha7betagal myoblasts, beta-gal FDG fluorescence, 48 h;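 also: potency is read from the fitted curve at half-maximal effect; 100% = response of the positive control SU9516; nearly all actives have a fitted effect of over 60% in size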
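Alpha7betagal+/- myoblasts (passage 13) were plated 16-24 hr, then exposed to compounds (1:260 dilution of DMSO stock) for 48 hours at 37C. After MPER lysis, β-galactosidase reporter activity was read as FDG fluorescence (ex 480/em 540) after 30 minutes.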
MLL CXXC-DNA inh = qHTS Fluorescence Polarization Assay for Inhibitors of MLL CXXC domain - DNA interaction; hit rate 0.037% among 290,000; Histone-lysine N-methyltransferase 2A (Homo sapiens), Q03164; MLL-CXXC / FITC-HOXA9 DNA fluorescence polarization; Potency, µM (highest dose often 115 µM), for inactives: at the highest dose activity change, negative = inhibition, most hits filed as inhibitors; active = well fitted inhibition curve with a large enough effect in the polarisation, with a control signal flat, not every such curve was filed as active; inconclusive = small, poorly fitted or top-dose-only effect, or effect the other way, or a change in a side signal; inactive = no such curve, though single readings can be large or run the other way; the % refers to the polarisation; also: potency is read from the fitted curve at half-maximal effect
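Steps: dispense CXXC domain solution (7 uM) → pin compounds or unlabeled HOX-A9 DNA control → 5 min ambient → add FLSN-HOX-A9 solution (50 nM) → spin → 30 min ambient → fluorescence polarization. Tris pH 7.5/NaCl/DTT/BSA buffer.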
TRPV1 agonist = HTS Assay for Compounds that Act as Agonists of the Vanilloid Receptor 1. Transient receptor potential cation channel subfamily V member 1 (Homo sapiens), Q8NER1. TRPV1-expressing cells, Fluo-8 calcium influx, agonist mode. activation, % at 8.33 µM. hit rate 0.19% among 320,000; in the data active = activation above about 80%; inconclusive = between about 30% and that limit; also: 0% is about no effect
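TRPV1-expressing cells were cultured overnight at 35.5C and loaded with Fluo-8 calcium dye for 40 to 90 min at room temperature. After a 10 s baseline, compound was added and calcium influx was read kinetically for 3 min (ex 480/em 520 nm).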
BRCA1 expr act = qHTS Assay to Identify Small Molecule Activators of BRCA1 Expression. MCF7-BRCA1-FFLuc reporter, luminescence, 48 h; response scale: scaled: vehicle 0%, 10 µM genistein 100%. Potency, µM (series often up to 46.1 µM), inactives show top-dose activation, actives largely listed as activators. hit rate 1.1% among 380,000. AID 624202, 2012; also: potency is read from the fitted curve at half-maximal effect; nearly all actives have a fitted effect of over 80% in size; some results filed as inactive show a strong effect at the top dose
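First, MCF7-BRCA1-FFLuc cells (2000/well) attach for 2 h; next, compounds are pin-added and incubated 48 h at 37 °C; finally, luciferase reagent is added and luminescence read after 15 min.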
B2AR arrestin = qHTS assay of beta-arrestin-biased ligands of beta2-adrenergic receptor | Beta-2 adrenergic receptor (Homo sapiens), P07550 | beta-arrestin recruitment to beta2AR, cell-based reporter | Potency, µM (doses to about 46.1 µM), inactives show at the top dose activation, actives largely listed as activators | hit rate 0.02% among 330,000;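 also: potency is read from the fitted curve at half-maximal effect; 0% = DMSO controls and full agonism = EC100 isoproterenol or metaproterenol; nearly all actives have a fitted effect of over 65% in size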
Target sequence (P07550 whole entry, looked up): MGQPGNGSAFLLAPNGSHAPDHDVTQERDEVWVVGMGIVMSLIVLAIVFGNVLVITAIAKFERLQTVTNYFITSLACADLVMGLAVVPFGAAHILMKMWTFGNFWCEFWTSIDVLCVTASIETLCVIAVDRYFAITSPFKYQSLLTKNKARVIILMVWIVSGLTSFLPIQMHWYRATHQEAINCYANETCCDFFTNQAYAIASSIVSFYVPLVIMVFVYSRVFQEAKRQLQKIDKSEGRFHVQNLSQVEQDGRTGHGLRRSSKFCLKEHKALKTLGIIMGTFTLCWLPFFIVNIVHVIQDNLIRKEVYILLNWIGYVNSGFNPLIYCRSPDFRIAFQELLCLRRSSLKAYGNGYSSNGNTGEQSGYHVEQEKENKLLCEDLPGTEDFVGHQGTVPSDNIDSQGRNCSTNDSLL
TCR activator = Activators of T cell receptors: qHTS campaign. primary human leukocytes, anti-CD3, IL-2 HTRF, 48 h. Potency, µM (highest dose often 9.22 µM), inactives show at the highest dose activation of IL-2 secretion, hits mostly activators. 330,000 tested, under 10 active; also: % of control where 0% means no effect
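Human primary leukocytes + a-CD3 beads + cpd, 48 hr; IL-2 in supernatant by HTRF (ex 320nm / em 665nm). No co-stimulatory signal supplied.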
TSG101-PTAP inh = qHTS Assay for Iinhibitors of HIV-1 Budding by Blocking the Interaction of PTAP/TSG101. Fluorescence polarization, FITC-PTAP peptide / Tsg101 binding. 340,000 tested, under 10 active. Potency, µM (titrated, usually from 115 µM), for inactives: at the top dose activity change, negative = inhibition, actives largely listed as inhibitors. Tumor susceptibility gene 101 protein (Homo sapiens), Q99816; active = well fitted inhibition curve with a large enough effect in the main read-out, with a control signal flat, not every such curve was filed as active; inconclusive = small, poorly fitted or top-dose-only effect, or effect the other way, or a change in a side signal; inactive = no such curve, though single readings can be large or run the other way; also: potency is read from the fitted curve at half-maximal effect; % of control where 0% means no effect
Target sequence (Q99816 whole entry, looked up): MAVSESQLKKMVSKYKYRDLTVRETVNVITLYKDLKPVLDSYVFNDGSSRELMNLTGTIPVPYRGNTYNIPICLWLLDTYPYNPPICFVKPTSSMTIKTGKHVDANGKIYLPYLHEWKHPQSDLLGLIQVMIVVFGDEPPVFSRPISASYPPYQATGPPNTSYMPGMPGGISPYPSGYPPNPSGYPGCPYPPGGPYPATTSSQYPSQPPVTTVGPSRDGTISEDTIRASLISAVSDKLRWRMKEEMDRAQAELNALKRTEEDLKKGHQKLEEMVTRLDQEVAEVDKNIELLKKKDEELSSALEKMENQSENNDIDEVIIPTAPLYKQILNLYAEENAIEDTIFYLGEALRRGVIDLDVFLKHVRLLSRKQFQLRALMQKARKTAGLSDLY
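Tsg101 binding domain (10 uM final) was mixed with compound and a FITC-labeled PTAP peptide (50 nM final) in HEPES pH 7.5 buffer with NaCl, Tween 20, EDTA and TCEP; fluorescence polarization was read after 20 min at r.t.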
ELG1 repair inh = qHTS screen for small molecules that inhibit ELG1-dependent DNA repair in human embryonic kidney (HEK293T) cells expressing luciferase-tagged ELG1; HEK293T ELG1-luciferase reporter, luminescence, 16 h; DNA damage induced by 5-fluorouridine; Potency, µM (doses to about 46.1 µM), for the others: at the top dose activity change, negative = inhibition, usual class: inhibitors; hit rate 2.3% among 330,000; AID 504467, 2011; also: potency is read from the fitted curve at half-maximal effect; % is scaled to controls: 0 for no effect and ±100 for the full control effect; nearly all actives have a fitted effect of over 55% in size
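DMSO vehicle served as the neutral condition. Each well held 2,000 cells given 5-fluorouridine plus compound; after 16 hr at 37 °C/5% CO2, ONE-Glo was added and luciferase measured 30 min later.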
p53 reactivator = qHTS assay for re-activators of p53 using a Luc reporter; Potency, µM (doses to about 92.2 µM), without a hit: top-dose activity change, positive = activation, hits mostly activators; H1299 p53-A138V BP100-luciferase reporter, luminescence, 24 h; hit rate 0.063% among 320,000; AID 504706, 2011; also: potency is read from the fitted curve at half-maximal effect; % of control where 0% means no effect; nearly all actives have a fitted effect of over 45% in size
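H1299 (p53-null), stable ts p53-A138V + BP100-Luc; 1000 cells/well, Opti-MEM/10% FBS; cpd 4 pt, 1:5; 24 h, 37 deg C, 5% CO2; detection reagent 10 min RT; luminescence.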
* hit, by the source's call; ? = inconclusive; / = not tested or not shown; [ ] = remark or other dose. Unless noted, calls follow the shape of the dose curve; as a rule, active = well fitted curve in the direction sought with a large enough effect; inconclusive = small, poorly fitted or top-dose-only effect, or another doubt; inactive = no such curve, though single readings can be large; an effect the other way counts as inactive or inconclusive.

structure	A-T KAP1 phos	Integrin act MD	MLL CXXC-DNA inh	TRPV1 agonist	BRCA1 expr act	B2AR arrestin	TCR activator	TSG101-PTAP inh	ELG1 repair inh	p53 reactivator
Cc1cccc(NC(=O)Cn2c(=O)n3nc(CCn4nc(C)cc4C)nc3c3ccccc32)c1	5.0%	-34.9%	33.6%[activator]	3.6	-22.8%	-0.6%	7.7%	-5.9%	2.8%	-1.8%
CCOC(=O)c1c(NC(=O)Nc2cccc(Cl)c2)sc(C)c1C	4.3%	23.1%	14.2%	?	5.6%	0.5%	2.2%	0.6%	?	-6.8%
Cc1cc(C)cc(OCCCCn2cncn2)c1	1.5%	25.8%	-6.5%	1.1	-20.5%	-0.6%	0.5%	0.7%	11.8%	-4.0%
Cn1nc(C(F)(F)F)c(/C=N/OC(=O)c2ccccc2Cl)c1SCc1ccc(Cl)cc1	-3.6%	-22.0%	0.7%	/	-41.2%	0.0%	4.5%	-2.9%	-4.9%	-3.1%
O=C(COc1ccccc1)OCc1cc2ccccc2[nH]c1=O	12.6%	2.1%	-1.6%	1.8	8.4%	0.4%	2.4%	2.7%	?	-2.3%
Cc1cc(C)cc(C(=O)NCC(=O)N2CCN(c3cccc(Cl)c3)CC2)c1	-1.3%	-5.8%	3.7%	12.9	-10.7%	0.3%	-6.8%	-5.1%	-18.7%	1.2%
O=C1C2CCCN2C(c2cccc(F)c2)N1c1cccc(Cl)c1 (stereo unspecified)	19.5%	-12.9%	-2.6%	/	9.1%	-0.1%	0.4%	-3.5%	15.9%	5.3%
Cc1cccc(C)c1NS(=O)(=O)c1ccc2c(c1)C(=O)c1ccccc1C2=O	-4.1%	10.9%	14.0%	-3.5	0.7%	-0.4%	4.9%[46.1 µM]	-1.1%	-21.2%	2.7%
COc1ccccc1NS(=O)(=O)c1cc(C(=O)NCCC(C)C)ccc1F	-5.0%	-29.3%	3.3%	3.1	-30.7%	0.0%	-1.7%	-2.9%	?	2.4%
CS(=O)(=O)N(Cc1ccccc1)c1ccc(C(=O)NC2CCCCC2O)cc1 (stereo unspecified)	-1.3%	-12.1%	-6.6%	-1.3	4.5%	-0.6%	-3.2%	-6.0%	11.0%	-1.7%
COC(=O)CCC(=O)c1oc2ccc(OC)cc2c1N	/	24.7%	-1.3%	-7.8	24.1%	0.0%	-2.3%	-2.4%	?	?
COc1ccc(NC(=O)CN2CCCN(S(=O)(=O)c3ccc(F)cc3)CC2)c(OC)c1	1.2%	0.0%	-0.3%	9.5	-26.0%	0.9%	6.4%	-8.0%	?	1.6%
COC(=O)c1cc(S(=O)(=O)NCCc2cccc(C)c2)cn1C	3.8%	16.1%	-8.5%	-4.2	2.1%	0.4%	-1.9%	0.1%	-4.3%	-7.0%
COc1cc(NS(=O)(=O)c2ccc(Cl)cc2)c(C(=O)O)cc1OC	-6.1%	-14.1%	0.6%	-1.8	-11.7%	2.8%	0.1%	-4.9%	2.1%	1.9%
C=CCn1c(SCC(=O)NC(=O)c2cccc([N+](=O)[O-])c2)nnc1-c1ccccc1	0.2%	35.2%	13.3%	0.7	-16.2%	-0.3%	-3.1%[46.1 µM]	-7.4%	0.3%	1.5%
CN(C(=O)CNc1ccccc1Cl)C1CCS(=O)(=O)C1 (stereo unspecified)	-2.2%	37.3%	/	/	-4.4%	-0.3%	7.8%	-3.5%	19.2%	-6.1%
COc1ccccc1NS(=O)(=O)c1ccc(NC(=O)CCNC(=O)c2ccco2)cc1	1.7%	-6.1%	5.2%	-0.4	12.2%	-0.5%	9.0%	-5.0%	5.2%	-11.6%
CCOc1ccccc1C(=O)N[C@H](C(=O)NNC(=O)c1cccs1)C(C)C	1.3%	15.8%	/	/	-14.4%	-0.1%	0.3%	3.4%	-6.7%	-1.8%
O=C(CN1CCN(Cc2ccccc2Cl)C1=O)NCC1CCCO1 (stereo unspecified)	10.3%	15.1%	-0.7%	/	0.4%	-0.4%	-0.8%	-5.2%	-6.5%	-2.4%
COc1ccc(/C=C(\C#N)C(=O)N2COCC2(C)C)cc1	-7.4%	-14.4%	5.4%	1.4	-3.4%	0.5%	5.0%	-4.2%	?	13.2%
Cn1c(SCc2ccc(F)cc2)nnc1-c1ccncc1	10.6%	13.0%	16.7%	4.3	40.8%	-0.3%	-0.5%	-3.6%	0.0%	0.5%
O=C(CS(=O)(=O)Cc1ccccc1)Nc1ccc(S(=O)(=O)N2CCOCC2)cc1	4.1%	-15.7%	-15.2%	4.4	5.8%	-0.7%	-4.5%[46.1 µM]	-2.1%	-0.2%	-2.3%
O=C(NCC(c1cccnc1)N1CCOCC1)C1CCCCC1 (stereo unspecified)	-0.2%	27.5%	2.1%	-3.8	7.7%	-0.7%	1.8%[46.1 µM]	-5.6%	1.5%	10.9%
OC1CCCN(C(=S)NCc2ccccc2)C1 (stereo unspecified)	-3.6%	6.0%	57.9%[activator]	1.8	0.0%	-0.4%	-1.0%	-4.0%	-2.7%	6.4%
Cn1cccc1CC(=O)NNC(=S)Nc1ccc(Cl)cc1	-7.3%	-11.3%	6.0%	-1.7	-1.3%	-0.1%	1.7%[46.1 µM]	-4.7%	1.3%	6.1%
CCC/C(C#CCCN1C(=O)c2ccccc2C1=O)=C1/c2ccccc2C(=O)N1c1ccccc1	-7.0%	-36.4%	/	/	0.0%	0.3%	0.0%	2.0%	?	4.3%
Cc1cc(C)n(CC2CC(=O)N(c3ccc(Cl)cc3)C2=O)n1 (stereo unspecified)	3.7%	?	0.6%	5.2	2.7%	-0.1%	-3.7%	-1.1%	22.9%	-1.8%
CC12CCC(C(=O)N/N=C/c3ccc(O)cc3)(OC1=O)C2(C)C (stereo unspecified)	9.5%	-20.8%	-10.4%	4.8	2.9%	0.5%	-16.8%	-5.7%	1.3%	-3.0%
CC(C)(C)n1nnnc1C(c1ccncc1)N1CCN(c2ccc(O)cc2)CC1 (stereo unspecified)	-1.2%	-21.9%	-6.2%	-0.1	10.3%	-0.1%	-1.4%	-5.9%	1.5%	-8.3%
FC(F)Oc1ccc(NC(=S)N2CCN(Cc3ccccc3)CC2)cc1	12.6%	-20.5%	-4.0%	5.1	-9.6%	0.1%	-3.1%	-1.1%	-19.5%	5.9%
O=C(c1ccco1)N1CCN(C(=O)c2ccccc2OCc2ccc(Cl)cc2)CC1	-2.6%	-15.2%	/	19.7	-19.6%	0.4%	4.1%	-0.4%	12.4%	-4.6%
COc1ccc(C2/C(=C(/O)c3ccccc3)C(=O)C(=O)N2c2ccccn2)cc1 (stereo unspecified)	2.0%	?	-19.6%	1.3	-12.9%	0.1%	-37.1%	-6.9%	15.0%	/
COc1ccc(C(CC(=O)c2ccccc2)CC(=O)c2ccccc2)cc1	8.0%	-2.2%	4.1%	15.6	-1.3%	0.3%	-1.4%	-2.7%	?	4.3%
Cc1ccc(SCC(=O)c2cc(C)c(OC(=S)N(C)C)c(C)c2)cc1	/	-14.9%	-7.0%	?	81.0%	0.4%	1.5%	1.6%	?	?
CC1(C)CC(=O)C2=C(C1)Oc1ncn(CCO)c(=N)c1C2c1ccccc1 (stereo unspecified)	0.6%	-0.5%	0.0%	-1.4	-8.6%	0.1%	-0.4%	-1.5%	-3.4%	0.7%
CCn1c(=S)[nH]c2c(=O)n(C)c(=O)n(C)c21	/	?	/	/	12.5%	/	4.1%	-3.1%	/	/
Cc1ccc(S(=O)(=O)N2CCN(C3CCC(c4ccccc4)CC3)CC2)cc1 (stereo unspecified)	0.1%	/	1.5%	6.7	/	-0.1%	/	/	-3.2%	2.0%
COc1ccc(S(=O)(=O)N2CC(O)C[C@H]2C(=O)OCC(=O)N2CCCCCC2)cc1 (stereo partly specified)	-6.0%	5.4%	-3.3%	0.2	-1.9%	0.0%	0.7%	-2.7%	-19.7%	1.7%
Cc1nnc(SCC(=O)NC2CCCCC2)s1	-0.3%	1.8%	5.2%	1.2	28.9%	0.2%	1.1%	-3.0%	19.1%	0.8%
